High-throughput results: PubChem BioAssay, several laboratories
GRK2 aptamer HTS – compounds blocking aptamer binding on GRK2 – biochemical, human GRK2, bead flow cytometry, HTS, primary screen; AID 488847, 2010; 330,000 tested, 0.59% active; FAM-aptamer displacement from GRK2; inhibition of aptamer binding, % at 10 µM; Beta-adrenergic receptor kinase 1 (Homo sapiens), P25098;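 active = inhibition of aptamer binding above 40%, roughly 3 SD of noise, on plates passing a quality check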;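 also: median bead fluorescence of bound FAM aptamer so fluorescent compounds give negative values; no value below 0 was filed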
Target sequence (P25098 whole entry, looked up): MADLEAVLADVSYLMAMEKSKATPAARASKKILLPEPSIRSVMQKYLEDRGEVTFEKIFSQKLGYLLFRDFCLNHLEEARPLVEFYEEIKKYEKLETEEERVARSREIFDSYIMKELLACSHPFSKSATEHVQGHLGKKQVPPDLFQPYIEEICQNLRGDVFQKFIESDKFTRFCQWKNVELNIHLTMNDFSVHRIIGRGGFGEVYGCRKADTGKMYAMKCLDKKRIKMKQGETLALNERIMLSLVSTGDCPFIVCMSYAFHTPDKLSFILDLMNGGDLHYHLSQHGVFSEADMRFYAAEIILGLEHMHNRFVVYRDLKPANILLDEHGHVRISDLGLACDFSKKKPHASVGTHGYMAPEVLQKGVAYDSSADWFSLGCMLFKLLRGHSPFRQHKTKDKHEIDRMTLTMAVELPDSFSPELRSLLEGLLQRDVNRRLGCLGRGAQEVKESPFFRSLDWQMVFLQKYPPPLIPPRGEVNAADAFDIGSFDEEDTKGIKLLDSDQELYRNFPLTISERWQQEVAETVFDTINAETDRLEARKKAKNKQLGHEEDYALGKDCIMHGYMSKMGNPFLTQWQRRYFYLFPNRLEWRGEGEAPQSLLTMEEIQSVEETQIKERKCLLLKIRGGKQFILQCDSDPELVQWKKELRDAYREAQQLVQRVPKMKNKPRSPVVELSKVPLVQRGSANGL
AGP1-GFP MLPCN – modulators of AGP1-GFP expression in yeast TOR pathway, primary screen, cell-based, multiplex flow cytometry, S. cerevisiae, MLPCN library; 3 h; GFP as percent of DMSO wells; GFP response vs DMSO, % at 10 µM; 320,000 tested, 0.02% active;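 active = GFP response relative to DMSO above a set limit, near screen average plus 3 SD, cut at about 150% in these data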;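 also: median GFP channel fluorescence of the gated AGP1 strain per well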
GLD-1 TGE inh – GLD-1/TGE RNA complex disruptors, primary screen, biochemical, fluorescence polarization; AID 2280, 2010; Female germline-specific tumor suppressor gld-1 (Caenorhabditis elegans), Q17339; 320,000 tested, 0.44% active; inhibition, % at 5.96 µM; purified GLD-1 + fluorescein TGE RNA;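 active = percent inhibition above a per-plate cutoff, the plate mean of test compounds plus 3 SD, cut at about 30% in these data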;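 also: 0% = DMSO wells with GLD-1 and probe and 100% = wells lacking GLD-1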
VLA-4 inh – inhibition in human VLA-4 binding assay, primary screen, VLA-4 allosteric modulator project, MLPCN library, flow cytometry, VLA-4 expressing cells | Integrin alpha-4 (Homo sapiens), P13612 | ligand binding flow cytometry | inhibition, % (about 7 µM as worked out from the volumes in the protocol) | 330,000 tested, 0.2% active; in the data active = inhibition above about 50%
MCL1 BIM primary – inhibitors of MCL1 binding to BIM-BH3, primary screen, biochemical, fluorescence polarization | 320,000 tested, 0.68% active | inhibition, % at 10.9 µM | AID 2057, 2009 | Induced myeloid leukemia cell differentiation protein Mcl-1 (Homo sapiens), Q07820 | GST-MCL1 / FITC-Bim-BH3 fluorescence polarization;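 active = inhibition above the mean inhibition of all tested compounds plus 3 SD, set per campaign, cut at about 40% in these data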;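 also: 0% = DMSO wells and 100% = unlabeled Bim-BH3 peptide control; higher means more loss of mP so more displacement of Bim peptide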
Target sequence (Q07820 whole entry, looked up): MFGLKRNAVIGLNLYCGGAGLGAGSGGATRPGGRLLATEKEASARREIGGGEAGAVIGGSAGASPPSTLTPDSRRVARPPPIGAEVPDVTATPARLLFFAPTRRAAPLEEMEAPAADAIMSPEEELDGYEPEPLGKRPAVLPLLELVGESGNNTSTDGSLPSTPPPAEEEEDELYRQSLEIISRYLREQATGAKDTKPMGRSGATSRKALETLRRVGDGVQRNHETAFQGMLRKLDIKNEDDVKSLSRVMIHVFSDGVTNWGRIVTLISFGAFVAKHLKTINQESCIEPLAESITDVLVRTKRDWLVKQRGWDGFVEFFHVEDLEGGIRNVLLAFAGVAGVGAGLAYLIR
CIT2-GFP yeast – modulators of CIT2-GFP expression in yeast, primary screen, S. cerevisiae, GFP fusion, multiplex flow cytometry, MLPCN library; 320,000 tested, 0.065% active; S. cerevisiae CIT2-GFP strain, 3 h; 100 means same as DMSO wells; GFP response vs DMSO, % at 10 µM;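 active = GFP response relative to DMSO above a set limit, near the screen mean plus 3 SD, cut at about 150% in these data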;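 also: ratio of well median GFP fluorescence to mean of DMSO wells on the plate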
Bcl-xL primary – inhibitors of human Bcl-xL, primary screen, biochemical, fluorescence polarization, HTS | GST-Bcl-xL / FITC-Bim BH3 peptide fluorescence polarization | Bcl-2-like protein 1 (Homo sapiens), Q07817 | inhibition, % at 10.9 µM | 320,000 tested, 0.7% active;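 active = inhibition above the mean of all tested compounds plus 3 SD, cutoff set per campaign, cut at about 30% in these data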;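 also: 0% = DMSO wells and 100% = unlabeled Bim-BH3 peptide competitor; inhibitors lower millipolarization by displacing the labeled peptide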
MEX-5 binding – MEX-5 zinc finger RNA-binding disruptors – biochemical, C. elegans, fluorescence polarization, MLPCN library, primary screen. Zinc finger protein mex-5 (Caenorhabditis elegans), Q9XUB2. MEX-5/FITC-TCR2 RNA binding; hits give low values. activity score (negative = inhibition of binding), % at 10 µM. 300,000 tested, 0.38% active;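 active = inhibition past about -25% in most replicates, and total fluorescence under double the plate's negative control median, limit read from the data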;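 also: 0% = DMSO and -100% = 5 µM competing unlabeled TCR2 RNA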
Fam108B inh – mouse Fam108B serine hydrolase inhibitors, primary screen, counter-screen for RBBP9 inhibitor project, biochemical, fluorescence polarization; recombinant Fam108B, FP-Rh probe fluorescence polarization; inhibition, % at 9.51 µM; 300,000 tested, 0.33% active;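 active = inhibition above the screen mean inhibition plus 3 SD, computed separately per campaign, cut at about 18% in these data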;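 also: inhibitors lower polarization as less probe binds the enzyme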
An asterisk follows results filed as active; . = no result given.

SMILES	GRK2 aptamer HTS	AGP1-GFP MLPCN	GLD-1 TGE inh	VLA-4 inh	MCL1 BIM primary	CIT2-GFP yeast	Bcl-xL primary	MEX-5 binding	Fam108B inh
O=C(CSc1nc2ccccc2s1)N1N=C(c2cccs2)CC1c1ccc(F)cc1 (centres undefined)	0	103	7	19	-3	100	3	-1.6	-4
CCn1c(SCC(=O)Nc2ccc(F)cc2)nnc1C1CC1	0	93	-3	12	3	98	3	-1.9	3
O=C(CN(C1CCCCC1)S(=O)(=O)c1ccc(Br)cc1)NCc1ccncc1	0	105	2	1	-3	103	4	0.7	-2
CSc1nc(-c2ccco2)nn1C(=O)c1ccco1	0	92	3	12	-3	96	-1	-0.2	2
COc1ccc(CCNC(=O)C(=O)Nc2ccc3c(c2)OCCO3)cc1OC	0	95	-3	-7	-2	91	-3	1.7	-1
COc1cccc(C(=O)Oc2cccc(N3C(=O)C4C5CC(C(Br)C5Br)C4C3=O)c2)c1 (centres undefined)	0	96	-1	15	8	93	8	0.0	-3
CCCC[C@@H]1CN=C(N)N1CC(C)(C)C	1	95	-1	5	10	92	6	0.6	-2
O=C(CSc1n[nH]c(=O)n1C1CC1)Nc1ccc(OC(F)(F)F)cc1	0	99	-2	10	.	101	.	.	.
Cc1ccc(NC(=O)COC(=O)c2c[nH]c3ccccc23)cc1C	2	103	4	4	1	90	1	.	.
COc1cccc(OCc2cc(C(=O)N3CCN(C4CCCC4)CC3)no2)c1	0	95	1	-2	-1	86	-3	2.4	0
CC(=O)c1ccc(Cc2ncc(C(F)(F)F)cc2Cl)s1	0	99	2	10	3	110	5	1.6	0
COC(=O)CNC(=O)c1cn(CC(C)C)c(=O)c2cc(OC)c(OC)cc12	0	99	2	-7	3	101	4	0.5	-2
COc1ccc(/C=C/C(=O)NC(=S)NNC(=O)c2cccs2)cc1OC	1	92	-5	6	2	101	-6	-2.3	4
CS(=O)(=O)N1CCCC(C(=O)Nc2ccccc2C(F)(F)F)C1 (centres undefined)	0	98	2	4	1	103	0	-2.5	-3
CSc1nc(C)cc(OCC(=O)N2CCOCC2)n1	0	94	-5	-1	-3	92	-1	-0.3	2
COc1cccc(C(=O)NC(=S)Nc2ccc3[nH]c(=O)[nH]c3c2)c1	2	97	-2	-4	13	101	3	-0.8	-5
Cc1ccsc1C(=O)OCC(=O)c1ccc(OC(F)F)cc1	1	94	7	6	-5	85	-1	.	.
C[C@H](CO)N1C[C@H](C)[C@@H](CN(C)C(=O)NC2CCCCC2)Oc2c(NC(=O)C3CC3)cccc2C1=O	0	84	0	-4	.	81	.	.	.
O=C(CN1CCN(C(=O)c2ccc(-c3nc4ccccc4s3)o2)CC1)Nc1ccc(F)cc1	4	90	0	5	-5	92	4	.	.
O=C(CCCCCNC(=O)c1ccccc1)N/N=C/c1ccc(O)cc1O	0	94	7	7	-2	103	5	0.2	5
O=C(CCN1CCCCCC1)Nc1ccc(F)c(F)c1	0	104	8	7	0	101	1	1.7	0
CC(=O)c1ccccc1OCC(O)CN1CCN(CCN2C(=O)c3cccc4cccc(c34)C2=O)CC1 (centres undefined)	0	100	9	33	6	105	10	-0.2	3
CC1CCN(c2nnc(N3CCC(C)CC3)c3ccccc23)CC1	0	95	1	-3	1	94	4	-2.1	-1
Cc1cc(C)c(C(=O)N2CCCC(CNS(=O)(=O)N(C)C)C2)o1 (centres undefined)	0	100	1	7	-1	98	3	2.2	-3
CCCc1nn(C)c2c(=O)[nH]c(-c3cc(S(=O)(=O)Nc4ccc(NC(C)=O)cc4)ccc3OCC)nc12	2	103	-2	-1	2	96	10	-0.5	-5
CC1CCCCC1NC(=O)Cn1c(=O)cnc2ccccc21 (centres undefined)	0	110	-4	-3	.	108	.	.	.
O=C1N(Cc2ccccc2)c2ccc(Cl)cc2C12OCCO2	1	100	-4	10	18	95	1	-2.9	-1
CC1=NNC(=O)C1CC(=O)N/N=C/c1ccc(C)o1 (centres undefined)	1	108	6	15	3	101	2	-0.3	2
Cc1cccc2c1-c1sc(C(=O)NCCCN3CCC(C)CC3)cc1CO2	0	98	-2	25	5	92	1	4.2	-2
O=C(C1CCC1)N1CCc2cc(S(=O)(=O)NCc3cccnc3)ccc21	0	105	-6	-16	-1	101	1	-0.8	1
CCC1(CC)NC(=O)N(CC(=O)OC(C)C(=O)Nc2ccc(Cl)cn2)C1=O (centres undefined)	1	108	10	4	-11	105	-11	3.7	0
NC1=NC(=O)/C(=C\C=C\c2ccccc2)S1	2	96	0	11	4	88	1	-23	2
CCOP(=O)(OCC)C(NC(=O)c1cc([N+](=O)[O-])cc([N+](=O)[O-])c1)C(F)(F)F (centres undefined)	3	106	6	-4	7	108	2	0.8	1
CCN1CCN(c2cc(C)c3cc(NC(=O)Cc4ccc(OC)c(OC)c4)ccc3n2)CC1	0	102	0	6	-5	105	-2	-0.2	1
Cc1ccc(S(=O)c2ccc(NC(=O)C3CC3)cc2C#N)cc1 (centres undefined)	3	98	2	14	0	98	4	0.2	0
Cc1ccc(C)c(NC(=O)C(Sc2nc3ccc(C)cc3[nH]2)c2ccccc2)c1 (centres undefined)	0	104	-3	-12	1	102	0	0.0	-4
COc1ccc(NS(=O)(=O)c2cc(NC(=O)CC3CCCC3)ccc2N2CCOCC2)cc1	0	114	-4	-2	5	107	9	2.9	3
COc1ccc(S(=O)(=O)N(CC(=O)NCC2CCCO2)Cc2ccccc2)cc1 (centres undefined)	0	101	4	-3	1	107	1	0.1	-4
Cc1cc(Cl)nc(Cl)c1C(=O)NCc1ccc(Cl)cc1	0	97	0	0	0	94	0	3.5	1
Cc1cc(C)c(Cc2c(C)nc3c(C(=O)NCc4ccco4)cnn3c2C)c(C)c1	0	99	5	.	4	111	-2	2.0	-5
Nc1nc(COc2ccc(F)cc2)nc(N2CCCCC2)n1	3	88	-1	10	5	93	0	1.1	0
CC(=O)Nc1ccc(N2CCOCC2)c([N+](=O)[O-])c1	2	97	-8	19	-7	97	4	-0.4	0
COc1ccc2cc(CCNC(=O)c3cccs3)c(=O)[nH]c2c1	2	96	3	-24	13	102	2	-2.6	2
O=C(c1ccco1)N1CCN(C(=O)c2ccc(COc3ccc4c(c3)CCC4)o2)CC1	2	92	-5	-3	6	94	6	-2.4	-2
N/C(=N\OC(=O)CCC1CCCC1)c1cccnc1	2	98	1	7	8	102	2	1.4	-4
CCOC(=O)N1CCN(CC(=O)N2c3ccccc3CC2C)CC1 (centres undefined)	5	101	5	7	4	94	4	-0.9	0
CC(C)(C)S(=O)(=O)c1cnc(-c2ccccn2)nc1N	0	107	4	-6	4	99	0	3.3	1
CC(=O)NC12CC3CC(C1)CC(C(=O)N1CCN(S(=O)(=O)c4cccc(F)c4)CC1)(C3)C2	0	102	-4	-4	4	109	3	0.7	-5
CCOc1ccc(CN2CCN(CC3=Cc4cccc(OC)c4OC3)CC2CCO)cc1 (centres undefined)	5	96	4	-1	0	99	1	-0.7	-4
COc1ccc(C(=O)NC(=S)NCc2cccnc2)cc1Br	0	99	-3	-4	14	99	7	1.1	1
COc1ccc(-c2cc(C)no2)cc1S(=O)(=O)Nc1cccc(CN2CCCC2)c1	0	100	-5	11	3	93	5	0.0	-2
CN1CCC(N(C)C(=O)/C=C/c2cn(-c3ccccc3)nc2-c2cccs2)CC1	0	107	4	22	1	103	2	-0.4	-7
CCN(CC)c1ccc(/C=C/C(=O)c2cccnc2)cc1	1	99	4	50*	2	96	2	0.2	5
COC(=O)c1ccccc1NC(=O)CN1CCN(C(=O)c2ccco2)CC1	3	98	3	0	0	96	4	4.0	5
CC(=O)Nc1ccc(S(=O)(=O)Oc2ccc(/C=C3\SC(N)=NC3=O)cc2)cc1	3	101	6	3	-5	94	-1	1.0	-39
COC(=O)Cn1cnc2c(cnn2-c2ccccc2)c1=O	6	95	-4	-1	-2	91	3	-1.6	-5
CCCOc1ccc(OC(=O)Cc2ccc(OC)c(S(=O)(=O)N3CCOCC3)c2)cc1	100*	106	1	6	-6	95	-4	-0.1	0
O=C(CSc1nnc(NC(=O)C2CC(=O)N(c3ccccc3)C2)s1)NC1CCCC1 (centres undefined)	0	99	5	-20	10	104	2	2.5	-4
O=C(COC(=O)/C=C/c1cccc(Cl)c1)NCCc1ccccc1	0	102	6	21	0	100	1	2.7	-2
OCCC1CN(Cc2cccn2-c2nccs2)CCN1Cc1ccc(F)c(F)c1 (centres undefined)	0	110	4	-13	6	117	6	1.1	11

Limited to MCL1 BIM primary, GRK2 aptamer HTS and Fam108B inh, for some of the entries so far:
compound | MCL1 BIM primary | GRK2 aptamer HTS | Fam108B inh
COC(=O)Cn1cnc2c(cnn2-c2ccccc2)c1=O | -2 | 6 | -5
CCCOc1ccc(OC(=O)Cc2ccc(OC)c(S(=O)(=O)N3CCOCC3)c2)cc1 | -6 | 100* | 0

Following part:
SMILES	GRK2 aptamer HTS	AGP1-GFP MLPCN	GLD-1 TGE inh	VLA-4 inh	MCL1 BIM primary	CIT2-GFP yeast	Bcl-xL primary	MEX-5 binding	Fam108B inh
COc1ccccc1N1CCN(S(C)(=O)=O)CC1	1	97	-2	7	3	99	0	-1.6	-1
CCOC(=O)c1oc2cccc(OC(C)=O)c2c1C	0	95	-4	17	-6	97	-4	-1.5	-1
Cc1ccc(C)c2[nH]c(=O)c(CCNC(=O)c3ccc(S(=O)(=O)N4CCOCC4)cc3)cc12	1	110	-4	0	5	108	-4	-0.2	3
CC1(c2ccccc2)NC(=O)N(CC(=O)N2CCN(S(=O)(=O)c3cccc([N+](=O)[O-])c3)CC2)C1=O (centres undefined)	0	110	4	5	-10	105	-10	-0.1	4
Cc1ccsc1/C=C(\CC(=O)O)c1nc2ccccc2o1	0	90	3	14	6	94	3	1.2	0
Nc1cc2c(cc1O)CCCC2	0	111	4	-19	-3	113	3	-0.7	10
CCCc1cc(=O)n2nc(N3CCC(C(=O)NCc4ccco4)CC3)sc2n1	3	102	9	-9	2	106	0	0.5	0
COc1ccc(C/C(C)=N/NC(=O)c2ccc(C)cc2C)cc1	4	114	6	-8	4	121	2	2.2	-1
COc1ccc(S(=O)(=O)N2CCN(C(=O)c3ccco3)CC2)cc1OC	0	102	2	-10	8	108	6	-3.0	3
Cc1[nH]n(-c2ccccc2)c(=O)c1C=Nc1cccc(F)c1	0	83	3	-10	-7	87	-4	1.5	2
COc1ccccc1/C=C/C(=O)N1CCCC1	0	103	2	-11	-14	98	-3	2.3	0
CSc1ccc(Cl)c(C(=O)Nc2ccc(OCC(N)=O)cc2)c1	0	109	-6	8	5	109	-4	-0.3	-1
O=c1[nH]c2ccc(NCc3ccccc3OCc3ccc(Cl)cc3)cc2[nH]1	0	100	6	-5	8	102	9	1.1	4
Nc1ccccc1Sc1c[nH]c2ccccc12	1	95	-1	-3	-4	87	-5	2.0	11
